PglD inh: PglD (C. jejuni) enzyme inhibition; purified PglD enzyme, DTNB colorimetric CoA detection; inhibition, % at 12.5 µM; 360,000 compounds, 0.098% hits; AID 602405; in the data active means inhibition above about 16%, passing the limit was not always enough; inconclusive means no clear call, values can overlap the other calls; further: strong numbers were not always called active
PGC1a acetyl inh: modulators of PGC1a acetylation. U2OS PGC1a acetylation, AlphaScreen anti-acetyl-lysine; with virally co-expressed GCN5 acetyltransferase. inhibition, % at 15.6 µM. 350,000 compounds, 0.17% hits. AID 651687;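 active means every replicate shows inhibition of at least 40%; inconclusive means mean inhibition at least 40% but some replicate below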;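 further: 0% = neutral control wells and 100% = positive control wells; some results beyond the cut were filed as inactive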
* marks the source's active call; other numbers are inactive results; ? = inconclusive. These rows are one share of the data; the hit share may differ from the screen's.

nr	Compound	PglD inh	PGC1a acetyl inh
1	COc1ccc(-n2nc3cc(C)c(NC(=O)c4cccnc4)cc3n2)cc1	2	2
2	COc1ccc(N/C=C/C(=O)c2ccc(Oc3ncccn3)cc2)cc1	-5	-2
3	O=C(NCc1ccco1)Nc1ccc2nsnc2c1	0	-22
4	N#CCCN1CCN(C(=S)c2ccc(-c3ccc(Cl)c(Cl)c3)o2)CC1	-1	-14
5	Cc1csc(NC(=O)CCS(=O)(=O)c2ccc(Br)cc2)n1	2	4
6	CCOC(=O)C1=C(C)NC(=O)CC1c1ccccc1 (configuration not stated)	1	2
7	COc1cc(Br)cc2cc(C(=O)N3CCN(C(=O)c4ccco4)CC3)c(=O)oc12	0	-5
8	COC(=O)C1C(O)=C(C=NCC(C)N=CC2=C(O)C(C(=O)OC)C(C)(C)CC2=O)C(=O)CC1(C)C (configuration not stated)	-2	9
9	CCCCn1c(SC(C)C(=O)c2ccc(OC)cc2)nc2cc(S(N)(=O)=O)ccc21 (configuration not stated)	1	-8
10	CCOC(=O)c1sc(NC(=O)COC(=O)c2ccco2)nc1C	1	-18
11	Cc1cnnn1-c1ccc(C(=O)CCl)cc1	1	4
12	CC(C)(C)NS(=O)(=O)c1ccc(-c2csnn2)s1	-5	?
13	CCc1c(C)nc2ncnn2c1N1CCC(C(=O)Nc2ccccc2)CC1	-1	-6
14	Cc1ccc(S(=O)(=O)Cn2nnnc2C(c2ccccc2)N2CCN(c3ccccc3)CC2)cc1 (configuration not stated)	7	-2
15	Brc1cccc(-c2nnc(-c3ccccc3)o2)c1	3	2
16	CCC/S(CC1CC1(Cl)Cl)=N\S(=O)(=O)c1ccc(C)cc1 (configuration not stated)	6	7
17	O=C1CSC(c2ccccn2)N1Cc1cn2ccccc2n1 (configuration not stated)	9	-17
18	CSc1nc(N)nc(SCC(=O)c2ccccc2)c1C#N	5	3
19	CCOC(=O)c1cc(=O)n2[nH]c(-c3ccc(C)cc3)cc2n1	3	8
20	COC(=O)c1c(C(=O)OC)c(-c2ccccc2)n2c1CS(=O)C2 (configuration not stated)	-5	3
21	Cc1noc(NS(=O)(=O)c2ccc(NC(=O)CSc3nc4c(cc3C#N)CCCCC4)cc2)c1C	6	2
22	Cc1nnc(SCC(=O)Nn2cnnc2)s1	2	1
23	CC(NC(=O)COc1ccc(/C=N/NC(=O)C(=O)Nc2ccccc2Br)cc1)c1ccccc1 (configuration not stated)	-6	-2
24	O=C(Cc1cccs1)N/N=C/C(Br)=C/c1ccccc1	5	-81
25	O=C1CC(N2CCN(Cc3ccc4c(c3)OCO4)CC2)C(=O)N1CCc1ccccc1 (configuration not stated)	-5	2
26	COCCCNC(=O)COc1ccc(-c2nccc(-c3ccccn3)n2)cc1	1	-43
27	COc1ccc(O)c(C(=O)c2cc(C#N)c(=O)n(CC3CCCO3)c2)c1 (configuration not stated)	-2	-3
28	CCC(=O)N(Cc1cc2c(C)ccc(C)c2[nH]c1=O)C1CCCCC1	5	-3
29	CCCCNC(=O)C(C#N)c1nc2ccccc2nc1N1CCN(Cc2ccc3c(c2)OCO3)CC1 (configuration not stated)	7	-1
30	COC(=O)CSC1=C(C#N)C(c2ccc3c(c2)OCO3)C2=C(CCCC2=O)N1 (configuration not stated)	-4	-5
31	CCn1c(C)nc2cc(-c3nnc(-c4c(-c5ccccc5)noc4C)o3)ccc21	0	-4
32	O=C(Nc1cccnc1)C1(c2ccccc2)CCCC1	1	16
33	Cc1cc(NCc2ccc(F)cc2Cl)n2nnnc2n1	-9	-4
34	CN1CCN(S(=O)(=O)c2ccc(Sc3nc4ccccc4[nH]3)c3nsnc23)CC1	-2	-12
35	CN(C)CCNC(=O)C12CC3(C)CC(C)(CC(C)(C3)C1)C2	-5	-13
36	CC(=O)N1CCN(Cc2nc3cc(NC(=O)c4ccccc4C)ccc3n2C)CC1	10	9
37	COc1cccc(NC(=O)CC2SC(=Nc3ccccc3)NC2=O)c1 (configuration not stated)	-23	-18
38	CCc1cc(-c2n[nH]c(=S)n2-c2ccccc2C)cs1	5	-8
39	Cc1cc(C)n(Cc2n[nH]c(=S)n2Cc2ccccc2)n1	6	-29
40	COCCn1c(CN(Cc2ccccc2)Cc2ccccc2)nc2c1c(=O)n(C)c(=O)n2C	-5	-22
41	CN(C)c1ccc(NC(=O)CCCc2ccccc2)cc1	-1	-3
42	CCCn1c(SCC(=O)Nc2cccc(C)n2)nnc1-c1ccco1	3	26
43	CC(=O)c1c(OC(=O)c2ccco2)c2ccccc2n1C	-3	2
44	CCOC(=O)C1=C(Cc2ccc(OC)cc2)C(=O)c2ccccc2C1=O	-2	-8
45	Clc1ccc(Sc2cnc3ccccc3n2)cc1	10	11
46	CCC(c1nnnn1C1CCCC1)N1CCN(C(=O)c2ccco2)CC1 (configuration not stated)	4	7
47	CCC(C)N(C(=O)CSc1nc(-c2ccccc2)cs1)C1CCS(=O)(=O)C1 (configuration not stated)	1	-6
48	CCOC(=O)c1ccc(N2C(=O)CC(C3CCCO3)C2=O)cc1 (configuration not stated)	-9	1
49	Cc1cccc(C2=NN(c3ccccc3)[C@H](CO)[C@H]2c2ccccc2)c1	2	-6
50	Cc1sc2ncnc(SCC#N)c2c1C	-4	-2

The last two compounds of the part before open the next one:
nr	Compound	PglD inh	PGC1a acetyl inh
49	Cc1cccc(C2=NN(c3ccccc3)[C@H](CO)[C@H]2c2ccccc2)c1	2	-6
50	Cc1sc2ncnc(SCC#N)c2c1C	-4	-2
51	Cc1[nH]c(=O)[nH]c(=O)c1S(=O)(=O)N1CCC(C(=O)N2CCN(Cc3ccccc3)CC2)CC1	0	6
52	O=C(NCc1cccs1)C1CCN(c2nccs2)CC1	10	-14
53	Cc1cc(C)nc(SCC(=O)O)n1	-4	-4
54	CN(Cc1cccs1)C(=O)CSc1nnnn1C	0	0
55	O=C1C(Cc2ccccc2)Nc2ncnc(N3CCc4ccccc4C3)c2N1Cc1ccccc1 (configuration not stated)	-1	-9
56	CC1=CS(=O)(=O)CC1Sc1ncn[nH]1 (configuration not stated)	-2	9
57	CCn1c(-c2ccccc2Cl)nn(CC(=O)Nc2ccc(OC)cc2)c1=S	3	-1
58	O=C(CN1C(=O)CSC1=O)NC1CCCCC1	-2	2
59	O=C1C2C3C=CC(C3)C2C(=O)N1c1ccc2c(c1)OCO2 (configuration not stated)	4	-10
60	O=C(NCCC1=CCCCC1)c1coc(=O)c(Br)c1	-4	-89
61	O=C(CN(C(=O)CCC(=O)Nc1ccccn1)c1ccc2c(c1)OCO2)NCc1ccco1	6	-2
62	CSc1cccc(NC(=O)COc2cccc3ccccc23)c1	4	-2
63	CC(C)OCCCNC(=O)C1CCC(CNS(=O)(=O)c2cccc3nsnc23)CC1 (configuration not stated)	-1	-6
64	CCCC(=O)NC(Nc1ccc(S(=O)(=O)Nc2cc(C)on2)cc1)(C(F)(F)F)C(F)(F)F	3	0
65	CCC1COCCS(=O)(=O)N1Cc1ccc(C)cc1 (configuration not stated)	6	-1
66	O=C(O)c1cc(-c2ccccc2Cl)n[nH]1	-4	-3
67	Cc1ccc(NC(=O)CCn2nc(C)cc2C)c(C)c1	0	-10
68	COC(=O)c1ccc(NC(=O)C2CC2)o1	-1	-15
69	C=CCOc1ccc(C2c3c(oc4ccccc4c3=O)C(=O)N2CCCN2CCOCC2)cc1 (configuration not stated)	-1	3
70	CC(C)CCNC(=O)CN(Cc1ccc2c(c1)OCO2)C(=O)Cn1nnc(-c2cccs2)n1	2	-5
71	COc1ccc(C2C(C#N)=C(N)OC3=C2C(=O)CC(C)(C)C3)c(OC)c1OC (configuration not stated)	-4	9
72	CCCS(=O)(=O)N1CCC(C(=O)N2CCN(Cc3ccccc3)CC2)CC1	5	5
73	Cc1cc(C(=O)N/N=C/C=C/c2ccc3c(c2)OCO3)n[nH]1	1	-24
74	CCc1nnc(N/N=C/c2ccccc2Cl)n1N	-2	72*
75	O=C(Oc1ccc(Br)cc1)c1cncc(Br)c1	-6	8

Going on with the list.
entry | mol | PglD inh | PGC1a acetyl inh
76 | COc1cc(NC(=S)NC(=O)c2ccccc2C)ccc1NC(=O)c1cccs1 | -2 | -43
77 | COc1ccccc1CC(NC(C)=O)C(=O)N1CCN(C(=O)c2cccs2)CC1 (configuration not stated) | -1 | -10
78 | O=c1c2[nH]c3ccc(F)cc3c2ncn1CCCn1ccnc1 | 1 | 44
79 | COc1ccc(C(c2nnnn2Cc2ccc(F)cc2)N2CCN(c3ccc(OC)cc3)CC2)cc1 (configuration not stated) | 0 | 13
80 | NC(=NC(=O)c1ccccc1)C1=C(O)CCC1=O | 2 | 6
81 | Cn1c(=O)[nH]c(=O)c2c1nc1n2CCN1Cc1ccccc1 | 2 | -8
82 | S=c1nn[nH]n1C12CC3CC(CC(C3)C1)C2 | -3 | -3
83 | CC1CCc2nc(NC(=O)C3CCCO3)sc2C1 (configuration not stated) | 0 | 2
84 | C#CCOCCOCCOCCNc1nc(N2CCN(C(=O)[C@H](CCC(=O)O)n3cc(C(N)CO)nn3)CC2)nc(N2CCN(C(=O)[C@H](Cc3cc4ccccc4[nH]3)n3cc(C(N)[C@H](C)CC)nn3)CC2)n1 (some centres not stated) | -7 | -5
85 | CC(=O)c1cc(F)c(N2CCN(C(=O)Cc3ccccc3)CC2)cc1C | -18 | -1
86 | CCOC(=O)CN(C(=O)CN1CCOCC1)c1ccc(Br)cc1 | 4 | 13
87 | CC(C)(C)c1ccc(OCC(O)CS(=O)(=O)c2ccccn2)cc1 (configuration not stated) | 1 | 13
88 | O=C(/C=C/c1ccco1)NCC1CCCO1 (configuration not stated) | -4 | -8
89 | Cc1nn(S(=O)(=O)N2CCCCC2)c(C)c1Br | -1 | -7
90 | CC12CCC(C(=O)N(CSC(=S)N/N=C\c3ccccc3O)C1=O)C2(C)C (configuration not stated) | 0 | -10
91 | COc1ccc(-c2[nH]ncc2/C=C(/C#N)C(=O)NC2CCCCCC2)cc1 | 0 | 3
92 | CN1CCC(N(C)C(=O)CCc2nc3ccccc3c(=O)[nH]2)CC1 | -2 | 11
93 | CC(C)CC(C(=O)OCC(=O)Nc1ncc(Cl)cc1Cl)N1C(=O)c2ccccc2C1=O (configuration not stated) | -2 | -5
94 | CCOC(=O)c1c(NC(=O)CSc2nnnn2CC)sc(C)c1C | 5 | -13
95 | O=C(c1n[nH]c(=O)c2ccccc12)N1CCN(c2ccccc2)CC1 | 6 | 3
96 | COc1ccc(N(CC(=O)NCc2ccco2)S(=O)(=O)c2ccc(C)cc2)cc1 | 11 | 11
97 | CCCCOC(=O)C1=C(C)Nc2ncnn2C1c1cc(OC)c(OC)cc1OC (configuration not stated) | -5 | 13
98 | OC(c1ccccc1)c1nccn1Cc1ccccc1 (configuration not stated) | -1 | -3
99 | CCC(C)NC(=O)C1CCC(=O)N1Cc1ccc(C)cc1 (configuration not stated) | -9 | 0
100 | CCCc1ccc(-c2csc(NC(=O)Cc3cccs3)n2)cc1 | 0 | 20

Look-ups from the entries so far.
cpd 96 – PglD inh: 11
cpd 97 – PglD inh: -5
cpd 99 – PglD inh: -9

Filtered by structure, the compounds so far with a halogen.
entry | mol | PglD inh | PGC1a acetyl inh
4 | N#CCCN1CCN(C(=S)c2ccc(-c3ccc(Cl)c(Cl)c3)o2)CC1 | -1 | -14
5 | Cc1csc(NC(=O)CCS(=O)(=O)c2ccc(Br)cc2)n1 | 2 | 4
7 | COc1cc(Br)cc2cc(C(=O)N3CCN(C(=O)c4ccco4)CC3)c(=O)oc12 | 0 | -5
11 | Cc1cnnn1-c1ccc(C(=O)CCl)cc1 | 1 | 4
15 | Brc1cccc(-c2nnc(-c3ccccc3)o2)c1 | 3 | 2
16 | CCC/S(CC1CC1(Cl)Cl)=N\S(=O)(=O)c1ccc(C)cc1 (configuration not stated) | 6 | 7
23 | CC(NC(=O)COc1ccc(/C=N/NC(=O)C(=O)Nc2ccccc2Br)cc1)c1ccccc1 (configuration not stated) | -6 | -2
24 | O=C(Cc1cccs1)N/N=C/C(Br)=C/c1ccccc1 | 5 | -81
33 | Cc1cc(NCc2ccc(F)cc2Cl)n2nnnc2n1 | -9 | -4
45 | Clc1ccc(Sc2cnc3ccccc3n2)cc1 | 10 | 11
57 | CCn1c(-c2ccccc2Cl)nn(CC(=O)Nc2ccc(OC)cc2)c1=S | 3 | -1
60 | O=C(NCCC1=CCCCC1)c1coc(=O)c(Br)c1 | -4 | -89
64 | CCCC(=O)NC(Nc1ccc(S(=O)(=O)Nc2cc(C)on2)cc1)(C(F)(F)F)C(F)(F)F | 3 | 0
66 | O=C(O)c1cc(-c2ccccc2Cl)n[nH]1 | -4 | -3
74 | CCc1nnc(N/N=C/c2ccccc2Cl)n1N | -2 | 72*
75 | O=C(Oc1ccc(Br)cc1)c1cncc(Br)c1 | -6 | 8
78 | O=c1c2[nH]c3ccc(F)cc3c2ncn1CCCn1ccnc1 | 1 | 44
79 | COc1ccc(C(c2nnnn2Cc2ccc(F)cc2)N2CCN(c3ccc(OC)cc3)CC2)cc1 (configuration not stated) | 0 | 13
85 | CC(=O)c1cc(F)c(N2CCN(C(=O)Cc3ccccc3)CC2)cc1C | -18 | -1
86 | CCOC(=O)CN(C(=O)CN1CCOCC1)c1ccc(Br)cc1 | 4 | 13
89 | Cc1nn(S(=O)(=O)N2CCCCC2)c(C)c1Br | -1 | -7
93 | CC(C)CC(C(=O)OCC(=O)Nc1ncc(Cl)cc1Cl)N1C(=O)c2ccccc2C1=O (configuration not stated) | -2 | -5

High-throughput results (PubChem)
